Hsp90 Hop PPI: qHTS Assay for Disrupters of an Hsp90 Co-Chaperone Interaction; AID 595, 2007; Hsp90 C-terminal peptide / TPR2A (Hop) interaction, human; AlphaScreen TPR2A-His6 binding biotin-Hsp90 C-terminal peptide; actives 0.44% (n = 71,000); Potency, µM (series often up to 57 µM), inactives show at the top dose activity change, negative = inhibition; active = well fitted curve in either direction with a large enough effect; inconclusive = small, poorly fitted or top-dose-only effect, or another doubt; also: potency is read from the fitted curve at half-maximal effect; % is scaled to controls: 0 for no effect and ±100 for the full control effect; many of its hits are not listed in these tables
Pol III holo inh: qHTS Assay for Inhibitors of DNA Polymerase III Holoenzyme System | reconstituted DNA polymerase III holoenzyme replication, biochemical | Potency, µM (doses to about 57.1 µM), for the others: at the top dose activity change, negative = inhibition | actives 0.25% (n = 71,000) | AID 603, 2007; also: potency is read from the fitted curve at half-maximal effect; % is scaled to controls: 0 for no effect and ±100 for the full control effect
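Reconstituted *E. coli* holoenzyme (0.35 nM Pol III, 1 nM beta, 154 nM SSB, 2 nM primase) was preincubated with compound for 15 min at RT. Synthesis on 1.4 nM ssM13Gori ran 35 min, then was stopped with PicoGreen/EDTA and read as dsDNA fluorescence.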
BRCT PPI green: qHTS Assay for Inhibitors of BRCT-Phosphoprotein Interaction (Green Fluorophore); Breast cancer type 1 susceptibility protein (Homo sapiens), P38398; BRCA1 BRCT-phosphopeptide binding, green fluorescence polarization; Potency, µM (top dose mostly 76.9 µM), for inactives: at the highest dose activity change, negative = inhibition, usual class: inhibitors; actives 0.05% (n = 75,000); AID 875, 2007;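 also: potency is read from the fitted curve at half-maximal effect; plate controls were peptide without protein for full effect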
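Compounds were incubated for 12 min at room temperature with a complex of 100 nM fluorescein-tagged pBACH1 decapeptide and 250 nM His-tagged BRCT protein. Buffer was phosphate pH 7.3 with EDTA, DTT and Tween 20. Disruption of binding lowers the polarization signal.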
ALOX15 inhib: qHTS Assay for Inhibitors of 15-hLO (15-human lipoxygenase); Polyunsaturated fatty acid lipoxygenase ALOX15 (Homo sapiens), P16050; purified 15hLO-1, xylenol orange hydroperoxide absorbance; Potency, µM (doses to about 57.1 µM), without a hit: at the top dose activity change, negative = inhibition, actives largely listed as inhibitors; actives 1.4% (n = 74,000); AID 887, 2007; also: potency is read from the fitted curve at half-maximal effect; % is scaled to controls: 0 for no effect and ±100 for the full control effect; nearly all actives have a fitted effect of over 55% in size
Target sequence (P16050 whole entry, looked up): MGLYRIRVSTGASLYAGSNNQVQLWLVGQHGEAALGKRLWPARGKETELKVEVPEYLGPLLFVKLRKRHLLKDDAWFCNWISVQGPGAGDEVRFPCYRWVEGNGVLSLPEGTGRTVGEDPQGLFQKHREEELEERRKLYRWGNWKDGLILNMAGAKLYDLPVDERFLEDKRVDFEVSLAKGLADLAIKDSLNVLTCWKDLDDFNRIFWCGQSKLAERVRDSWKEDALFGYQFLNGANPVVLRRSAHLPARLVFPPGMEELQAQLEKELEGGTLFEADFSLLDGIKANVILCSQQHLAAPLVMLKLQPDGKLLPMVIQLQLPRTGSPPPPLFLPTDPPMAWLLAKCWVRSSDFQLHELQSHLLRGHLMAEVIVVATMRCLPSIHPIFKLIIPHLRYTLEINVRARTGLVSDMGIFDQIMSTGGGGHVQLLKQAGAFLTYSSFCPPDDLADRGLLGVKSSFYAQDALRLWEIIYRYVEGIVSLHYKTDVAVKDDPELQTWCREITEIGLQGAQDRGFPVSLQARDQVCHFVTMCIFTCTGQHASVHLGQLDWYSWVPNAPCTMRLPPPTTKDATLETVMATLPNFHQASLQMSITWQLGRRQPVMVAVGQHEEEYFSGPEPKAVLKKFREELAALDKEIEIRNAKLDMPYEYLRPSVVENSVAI
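Inhibition is scored from a chromogenic endpoint. After 15 min enzyme-compound contact, arachidonic acid (50 uM final) reacts 6 min with 40 nM 15hLO-1 at room temperature, then Fe-XO reagent is added for 30 min and absorbance ratio recorded.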
4-MU autofl: qHTS Assay for Spectroscopic Profiling in 4-MU Spectral Region; compound autofluorescence, 340/450 nm, 4-MU equivalents; stronger effect = higher value; max dye-equivalent concentration, M; actives 11% (n = 59,000); in the data active = max dye-equivalent concentration above about 10 nM; inconclusive = mostly about 1.1 nM to 9.6 nM
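Compounds in 100 mM Tris, pH 8.0, incubated 15 min at room temperature, then fluorescence read at 340 nm excitation/450 nm emission. Signal converted to 4-MU dye-equivalent concentration using an on-plate six-point 4-MU standard curve.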
BRCT PPI red: qHTS Assay for Inhibitors of BRCT-Phosphoprotein Interaction (Red Fluorophore) | Breast cancer type 1 susceptibility protein (Homo sapiens), P38398 | BRCT-phosphopeptide binding, red fluorescence polarization | Potency, µM (doses to about 76.9 µM), inactives show top-dose activity change, negative = inhibition, actives largely listed as inhibitors | actives 0.03% (n = 75,000); also: % is scaled to controls: 0 for no effect and ±100 for the full control effect
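Fluorescence polarization: 100 nM His-tagged BRCA1 BRCT with 100 nM TAMRA-labelled phospho-BACH1 decapeptide, phosphate buffer pH 7.3 with 150 mM NaCl, DTT, 0.01% Tween 20; 12 min RT. Binding inhibition seen as FP decrease.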
GFP derepression: qHTS Assay for Epigenetic Modulators. mouse C127i GFP locus derepression, cytometry, 30 h. actives 0.09% (n = 68,000). Potency, µM (doses to about 46.1 µM), inactives show at the top dose GFP derepression (activation); also: % of control where 0% means no effect
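Locus derepression in mouse mammary C127i cells whose integrated CMV-GFP reporter is normally silent; GFP expression after 30 h compound treatment was quantified by counting fluorescent cells.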
UbGFP stabilizer: Ubiquitin-GFP Assay; Ubiquitin-GFP reporter cells, proteasome inhibition, GFP fluorescence; response scale: untreated = 0%, 10 µM MG-132 = 100%; Potency, µM (doses to about 45.9 µM), without a hit: at the top dose activation (GFP accumulation), usual class: activators; 67,000 tested, under 10 active; active = well fitted activation curve with a large enough effect, not every such curve was filed as active; inconclusive = small, poorly fitted or top-dose-only effect, or another doubt; inactive = no such curve, though single readings can be large or run the other way; also: potency is read from the fitted curve at half-maximal effect
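Proteasome block read as GFP accumulation: ubiquitin(G76V)-GFP U2OS cells exposed to compound (2.9 nM–46 uM) for 4 hr at 37 C. Normalization used untreated cells as 0% and 10 uM MG-132 as 100%; concentration-response curves fitted.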
HBB splicing: qHTS Assay for Modulators of Hemoglobin Beta Chain Splicing. HBB splicing reporter cell assay, activation; EGFP reporter with mutant IVS2-654 intron; response scale: normalised to 500 nM splice-correcting PNA. Potency, µM (doses to about 46.1 µM), without a hit: top-dose activation, hits mostly activators. actives 0.06% (n = 65,000); also: potency is read from the fitted curve at half-maximal effect; 0% is about no effect
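Compounds were applied for 2 days to HeLa EGFP-654 cells, 500/well in Optimem with 2% FCS. The reporter's EGFP is disrupted by mis-splicing of beta-globin intron IVS2-654. Readout: summed well GFP fluorescence from 488 nm laser scanning; reference was 500 nM antisense […] 654 PNA.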
A350 fluor: qHTS Assay for Spectroscopic Profiling in A350 Spectral Region. Compound autofluorescence, 340/450 nm, Alexa 350 dye-equivalents; stronger effect = higher value. max dye-equivalent concentration, M. actives 11% (n = 59,000). AID 590, 2007; in the data active = max dye-equivalent concentration above about 10 nM; inconclusive = mostly about 1.1 nM to 9.6 nM
CRE-bla Fsk: Cell signaling CRE-BLA (Fsk stim); AID 662, 2007; actives 2.5% (n = 71,000); CHO CRE-bla reporter (cAMP response element driving beta-lactamase), forskolin EC10, beta-lactamase ratio; Potency, µM (top dose mostly 38.2 µM), for inactives: at the top dose activity change, negative = inhibition, actives largely listed as activators; active = well fitted activation curve with a large enough effect in the signal ratio, with a control signal flat, not every such curve was filed as active; inconclusive = small, poorly fitted or top-dose-only effect, or effect the other way, or a change in a side signal; the % refers to the signal ratio; also: potency is read from the fitted curve at half-maximal effect; % of control where 0% means no effect
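CHO CRE-bla cells, overnight plating in Opti-MEM with 0.5% dialyzed FBS; cpd titration + EC10 NKH 477, 3 h 37 °C; CCF4 2 h RT; ex 405/em 460 vs 530 ratio → %Activity, AC50.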
* marks the source's active call; other numbers are inactive results; i = inactive; ? = inconclusive; . = no result given; [ ] = another dose, or the depositor's remark. Unless noted, calls follow the shape of the dose curve; as a rule, active = well fitted curve in the direction sought with a large enough effect; inconclusive = small, poorly fitted or top-dose-only effect, or another doubt; inactive = no such curve, though single readings can be large; an effect the other way counts as inactive or inconclusive. The order is random; about 12% have a hit in one of these screens.

Values run as follows: ALOX15 inhib	BRCT PPI green	4-MU autofl	CRE-bla Fsk	A350 fluor	Hsp90 Hop PPI	Pol III holo inh	HBB splicing	UbGFP stabilizer	GFP derepression	BRCT PPI red
1. CCOC(=O)c1ccc(NC(=O)CC2C(=O)N(c3ccc(F)cc3)C(=O)N2CCCOC)cc1 (configuration not stated)
    4%	1.6%	i	?	i	-5%	-4%	-1.1%	-12%	0%	-0.1%
2. NC(=O)C1CCCN(C(=O)NC2CCCCC2)C1 (configuration not stated)
    5%	-3.5%	i	1%	i	0%	-2%	-0.6%	-5%	0%	0.8%
3. CCOC(=O)N1CCN(c2nc(C)c3c(n2)CCCC3=O)CC1
    -5%	0.4%	i	6%	i	5%	6%	-1.7%[57.5 µM]	-5%	6%	-2.5%
4. CCOC(=O)N1CCN(S(=O)(=O)c2ccc(OC)c(Cl)c2)CC1
    4%	1.4%	i	2%	i	-5%	-9%	2.7%	1%	0%	0.2%
5. COc1ccc(S(=O)(=O)N(Cc2ccc(OC)c(OC)c2)Cc2ccco2)cc1
    4%	1.2%	?	?	1e-08M*	5%	-6%	-0.3%[0.369 µM]	.	-3%	-1.4%
6. COc1ccc(N(Cc2cc3ccc(C)cc3[nH]c2=O)C(=O)c2ccco2)cc1
    -1%	1.7%	?	4%	?	-4%	-5%	1.1%[1.84 µM]	14%	2%	0.7%
7. Cc1ccc2cc(CN(Cc3ccco3)C(=O)c3ccccc3)c(=O)[nH]c2c1C
    6%	-2.4%	i	-7%	?	-3%	-2%	-0.1%[57.5 µM]	5%	-1%	-2.4%
8. CCOC(=O)c1cccc(NC(=O)C2CCCN(S(=O)(=O)c3c(C)nn(C)c3C)C2)c1 (configuration not stated)
    -15%	4.9%	.	12%	.	-4%[2.3 µM]	0%	-1.2%	2%	.	-1.4%
9. Cc1cc(Cl)ccc1OCCCC(=O)NC1CCN(C)CC1
    6%	-1.5%	i	?	i	-1%	6%	1.0%	1%	0%	0.4%
10. c1ccc(COc2ccc(CNn3cnnc3)cc2)cc1
    17%	-1.9%	i	-1%	i	-4%	-2%	0.0%	-4%	0%	0.0%
11. O=C(O)CCc1ccc(-c2ccccc2)n1Cc1ccco1
    -7%	1.0%	4.8e-08M*	-13%	4.5e-08M*	-15%	-5%	.	-1%	0%	-0.3%
12. CCCC[C@@H]1C[C@H]1C(NC(=O)Cc1ccccc1)c1ccc(Cl)cc1 (some centres not stated)
    .	-1.8%	.	15%	.	0%	-3%	2.2%	.	.	2.0%
13. CCOc1cc(NC(=O)c2ccco2)c(OCC)cc1NC(=O)COc1ccccc1C
    0%	4.6%	1e-07M*	11%	9e-08M*	0%	2%	.	-3%	-2%	-0.1%
14. COc1ccc(CCNC(=O)C2(C)CCC(=O)N2CCC(C)C)cc1OC (configuration not stated)
    6%	0.2%	.	-4%	.	?	1%	-0.1%	-5%	.	1.7%
15. Cc1c(Br)cc(C(=O)NCc2ccco2)c(C)c1C
    ?	-2.5%	i	-18%	i	-2%	-3%	3.2%[0.369 µM]	.	0%	-1.4%
16. Cc1nnc(SCC(=O)c2c(N)n(C)c(=O)n(C)c2=O)[nH]c1=O
    1%	-2.2%	i	-10%	i	-1%	-4%	1.2%	-1%	-1%	0.4%
17. CC(C)n1c(SCCCc2ccccc2)nc2c1c(=O)[nH]c(=O)n2C
    -1%	0.4%	.	6.3µM*	.	-6%	4%	0.1%	4%	.	0.1%
18. CC(Sc1nc(-c2ccccc2)cc(C(F)(F)F)n1)C(=O)NCCN1CCOCC1 (configuration not stated)
    5%	-0.9%	i	-2%	i	1%	1%	.	3%	0%	-0.4%
19. N#Cc1cn(-c2ccccc2)nc1-c1cc2ccccc2oc1=O
    -15%	-0.7%	3.2e-07M*	3%	3.5e-07M*	0%	-6%	-2.3%	0%	0%	0.2%
20. O=C(Cn1c(NCCCO)nc2ccccc21)c1ccco1
    13%	-2.8%	i	-8%	i	?	-9%	3.6%[57.5 µM]	-3%	-3%	-0.9%

Overlap with the part before: 2 compounds, then new ones.
Values run as follows: ALOX15 inhib	BRCT PPI green	4-MU autofl	CRE-bla Fsk	A350 fluor	Hsp90 Hop PPI	Pol III holo inh	HBB splicing	UbGFP stabilizer	GFP derepression	BRCT PPI red
19. N#Cc1cn(-c2ccccc2)nc1-c1cc2ccccc2oc1=O
    -15%	-0.7%	3.2e-07M*	3%	3.5e-07M*	0%	-6%	-2.3%	0%	0%	0.2%
20. O=C(Cn1c(NCCCO)nc2ccccc21)c1ccco1
    13%	-2.8%	i	-8%	i	?	-9%	3.6%[57.5 µM]	-3%	-3%	-0.9%
21. O=C(CSc1ncccn1)NCCc1ccccc1
    -4%[11.4 µM]	-1.2%	.	?	.	-4%[11 µM]	5%[11.4 µM]	-0.8%[0.0738 µM]	-9%[9.17 µM]	3%	-0.1%
22. O=c1c(-c2ccc(Cl)cc2)nc2cnc(N3CCOCC3)nc2n1-c1ccccc1
    2%	8.8%	1.8e-08M*	?	2.2e-08M*	-3%	-7%	3.1%	2%	0%[9.22 µM]	-0.4%
23. Cc1ccccc1CNS(=O)(=O)c1ccc2c(c1)OCCO2
    -12%	-2.2%	1.2e-08M*	-1%	1.8e-08M*	-5%	-2%	.	1%	0%	0.4%
24. O=C(O)C1C2CCC(O2)C1C(=O)NCCC1=CCCCC1 (configuration not stated)
    13%	-9.2%	i	?	i	-4%	-4%	1.4%	0%	2%	1.4%
25. Cc1cc(C)n2nnnc2c1C#N
    0%	-1.9%	i	6%	i	?	3%	0.6%	13%	0%	0.9%
26. CCOC(=O)Cn1c(=O)oc2cc(S(=O)(=O)N(CCN(C)C)Cc3ccccc3)ccc21
    6%	-2.4%	i	-8%	i	0%	-5%	-0.5%[0.369 µM]	.	0%	-0.8%
27. Cc1nc2c(C(=O)NCCC3=CCCCC3)c[nH]n2c(=O)c1Cl
    -23%	-0.6%	i	?	i	0%	-9%	-0.6%	-3%	6%	-2.5%
28. CCOc1ccccc1NC(=O)Cc1ccccc1OC
    7%	0.8%	i	?	?	2%	-1%	0.0%	7%	6%	-1.9%
29. Cc1ccc2c(C)nc(Nc3ncc4c(n3)CCCC4=O)nc2c1
    3%	-0.3%	?	2%	?	-6%	0%	0.3%	-2%	12%	-0.6%
30. COc1ccc(-c2nc(C#N)c(N3CCN(c4cccc(Cl)c4)CC3)o2)cc1OC
    7%	-2.5%	?	-6%	?	-6%	0%	-1.0%[0.369 µM]	1%	6%	-0.4%
31. COc1ccc(-n2c(=O)c(C)nc3cnc(Nc4ccccc4)nc32)cc1
    -3%	1.9%	i	?	i	-4%	-5%	1.0%	4%	-2%[9.22 µM]	-0.1%

Record cards, from the list above. Values in the order: ALOX15 inhib	BRCT PPI green	4-MU autofl	CRE-bla Fsk	A350 fluor	Hsp90 Hop PPI	Pol III holo inh	HBB splicing	UbGFP stabilizer	GFP derepression	BRCT PPI red
`O=c1c(-c2ccc(Cl)cc2)nc2cnc(N3CCOCC3)nc2n1-c1ccccc1` is entered as 2%	8.8%	1.8e-08M*	?	2.2e-08M*	-3%	-7%	3.1%	2%	0%[9.22 µM]	-0.4%
`Cc1cc(C)n2nnnc2c1C#N` is entered as 0%	-1.9%	i	6%	i	?	3%	0.6%	13%	0%	0.9%
`COc1ccc(-c2nc(C#N)c(N3CCN(c4cccc(Cl)c4)CC3)o2)cc1OC` is entered as 7%	-2.5%	?	-6%	?	-6%	0%	-1.0%[0.369 µM]	1%	6%	-0.4%
